Assay outcomes (PubChem BioAssay)
miR-122 sensor = miR-122 inhibition in Huh7 cells; Huh7 miR-122 Renilla luciferase sensor, 48 h; neutral wells = 0, positive control = 100; activation (reporter increase), % at 12.5 µM; 340,000 tested, 0.3% active;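 active means mean replicate activation score at least 90 and every replicate individually at or above 90; inconclusive means only one of the two criteria met; inactive means neither criterion met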;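 further: higher luciferase means less miR-122 activity so hits act as miR-122 inhibitors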
FN deposition inh = fibronectin deposition inhibition. AH1F fibroblasts, Alexa488-fibronectin deposition fluorescence, overnight. inhibition, % at 12.6 µM. 350,000 tested, 0.086% active. AID 743247;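 active means mean inhibition across replicates of 30% or more, regardless of how many single replicates reach that level; inconclusive means mean under 30% yet at least half of replicates reach 30%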;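 further: positive control wells lacked labelled fibronectin entirely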
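Material – AH1F fibroblast monolayer, labelled fibronectin deposition · Reagent – labelled fibronectin 24 nM · Timing – 1 h adhesion, overnight exposure · Measured by – fluorescence at 485 nm excitation, 525 nm emission · Read-out – inhibition of fibronectin deposition signal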
Casp6 inh = caspase-6 (human) enzyme inhibition; inhibition, % at 12.5 µM; 350,000 tested, 0.53% active; AID 686996; purified caspase-6, Z-VEID-R110 cleavage fluorescence;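 active means mean inhibition across replicates at least about 35%, with every replicate also reaching that limit, limit read from the data; inconclusive means only one of the two criteria met; inactive means neither criterion met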;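 further: 0% = median of neutral control wells and 100% = no fluorescence left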
Target sequence (P55212 24-179 limits assumed): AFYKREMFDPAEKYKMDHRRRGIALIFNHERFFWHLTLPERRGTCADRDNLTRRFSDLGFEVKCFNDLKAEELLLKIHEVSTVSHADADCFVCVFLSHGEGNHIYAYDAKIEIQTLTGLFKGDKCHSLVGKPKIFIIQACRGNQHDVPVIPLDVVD
Target sequence (P55212 194-293 limits assumed): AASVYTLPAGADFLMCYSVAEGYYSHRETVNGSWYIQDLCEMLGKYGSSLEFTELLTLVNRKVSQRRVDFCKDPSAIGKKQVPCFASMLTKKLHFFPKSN
EWS-Fli inh = blocks EWS/Fli oncoprotein-driven transcription; A673 NR0B1-luciferase reporter, viability-normalised; AID 651661; 350,000 tested, 0.67% active; inhibition, % at 12.6 µM;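 active means mean inhibition of at least 50% after viability correction, with every replicate also passing that limit; inconclusive means mean reaches 50% but only one of two replicates passes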;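 further: firefly luciferase signal divided by Alamar Blue viability fluorescence both relative to DMSO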
PAX8 inh HTS = PAX8 transcriptional activity inhibition. RMG-I TPO-luciferase reporter, SteadyGlo, 24 h. inhibition, % at 12.6 µM. 360,000 tested, 1.2% active. AID 652154;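 active means mean replicate inhibition at least 60% with every replicate also reaching 60%; inconclusive means only one of the two criteria is met; inactive means mean below 60% and not all replicates reaching 60%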;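 further: luciferase light reporting Pax8 driven TPO promoter activity; plate controls were median of neutral control wells for no effect and mitoxantrone controls for full effect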
Cneo AK release = causes C. neoformans cell lysis | 360,000 tested, 0.2% active | lysis activity, % at 15 µM | adenylate kinase release luminescence, 4 h; normalised: neutral wells 0, clomiphene wells 100;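 active means mean lysis activity across replicates of at least 80%, whatever share of replicates individually reach that level; inactive means mean lysis activity below 80%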
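Assay system: log-phase C. neoformans yeast / Quantity: yeast cell density of 5 × 10^6 cells/mL / Medium: fresh YPD growth medium / Compound: single dose / Timing: static 4 h at 37 °C with compound, 1 h detection / Measured by: adenylate kinase release luminescence / Read-out: lysis from increased AK signal / Benchmarks: Clomiphene as positive lysis control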
LGR2 antag = blocks bursicon-induced cAMP signaling via Drosophila LGR2 | inhibition, % at 9.99 µM | 380,000 tested, 0.35% active | HEK293 LGR2, CRE-luciferase, bursicon-stimulated, 4 h | AID 720647;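 active means drop in luminescence signal, shown as inhibition above about 50% in the replicate tests, limit read from the data, passing the limit was not always enough; inconclusive means probably only some replicates passing the limit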;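 further: agonist challenge used bursicon conditioned medium at about half maximal strength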
PGC1a acetyl inh = lowers PGC1a acetylation signal in U2OS cells. AlphaScreen anti-acetyl-lysine; with virally co-expressed GCN5 acetyltransferase. inhibition, % at 15.6 µM. 350,000 tested, 0.17% active. AID 651687;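 active means every replicate shows inhibition of at least 40%; inconclusive means mean inhibition at least 40% but some replicate below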;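 further: 0% = neutral control wells and 100% = positive control wells; some results beyond the cut were filed as inactive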
The depositor's hits bear a star; ? = inconclusive; . = not tested or not shown; & = joins results of further samples; [ ] = dose if it differs, or a comment.

Each structure is followed by: miR-122 sensor	FN deposition inh	Casp6 inh	EWS-Fli inh	PAX8 inh HTS	Cneo AK release	LGR2 antag	PGC1a acetyl inh
COc1ccccc1OCC(=O)NCC1CCCN(C(=O)c2ccccc2SC)C1 (stereo unspecified)
    -8	18	-1	.	5	0	-11	3
CCN(CC)S(=O)(=O)c1ccc(NS(=O)(=O)c2ccc3oc(=O)[nH]c3c2)cc1
    -2	1	2	6	2	-1	4	-2
CC(C)c1ccc(C(=O)N2CCCC(c3cc(C(=O)Nc4ccccc4Cl)no3)C2)cc1 (stereo unspecified)
    -3	3	57*	10	0	3	16	8
CCN1CCN(CCCN(Cc2ccco2)C(=S)Nc2ccccc2Cl)CC1
    7	4	-14	4	4	0	4	.
O=C(NC(Cc1ccccc1)C(=O)O)/C(=C\c1ccco1)NC(=O)c1ccco1 (stereo unspecified)
    .	3	6	5	-22	.	6	.
COc1ccc(CN2C3CCC2CC(NC(=O)c2cc(OC)c(OC)c(OC)c2)C3)cc1 (stereo unspecified)
    -6	4	-20	7	14	-3	9	.
COc1ccc(C#Cc2cnc3c(c2)C(=O)N([C@@H](C)CO)C[C@H](C)[C@H](CN(C)CC2CC2)O3)cc1
    .	.	-2	0	-10	.	3	-15
Cc1ccccc1OCC(=O)OCC(=O)Nc1cc(C(F)(F)F)ccc1N1CCOCC1
    6	-10	1	-14	12	.	14	5
O=C(Nc1ccccc1)c1nc2ccccc2s1
    -6	7	2	-51	-133	-8	0	-4
O=C(Nc1cccnc1)Nc1ccccn1
    -4	3	.	.	-16	2	.	-3
COc1cccc(S(=O)(=O)N[C@@H]2C=C[C@@H](CC(=O)NC3Cc4ccccc4C3)O[C@@H]2CO)c1
    -3[16.7 µM]	3	-7	-1	-36	48	3	-3
Cc1cc(C)cc(Cn2c3ccc(NC(=S)NCc4ccccc4F)cc3c(=O)n2C)c1
    ?	-15	1	10	0	-2	8	3
O=C(OCCN1CCN(C2=NS(=O)(=O)c3ccccc32)CC1)c1cccc(Br)c1
    .	.	-1	5	12	1	17	.
CC1CCN(C(=O)CCCNC(=O)Cn2cnc3sc4c(c3c2=O)CCCC4)CC1
    -12	-3	.	.	8	5	.	.
C=CCN(C(=O)Nc1ccc2c(c1)nc(C)n2C)c1ccccc1
    -5	-4	-2	-30	-43	.	-19	-6
C=CCN=C1NC(c2cccc(F)c2)C(C(=O)OC)=C(C)N1C (stereo unspecified)
    .	7	0	-11	-7	.	1	.
CCc1nc2ccc(C(=O)N(CC)CCN(C)C)cn2c1N(C=O)CCC(C)C
    1	.	-1	-7	-18	-2	-7	-6
C[C@@H]1CN([C@H](C)CO)C(=O)c2cc(-c3cccnc3)cnc2O[C@@H]1CN(C)C(=O)Cc1cccnc1
    3[16.7 µM]	-4	-1	-1	.	4	-10	6
CC(=O)Nc1ccc(NC(=O)C(C)OC(=O)COc2ccc(Nc3ccccc3)cc2)cc1 (stereo unspecified)
    -7	-3	2	0	8	1	2	7
Cc1cccc(-c2n[nH]c(=S)n2Cc2ccccc2)c1
    3	6	.	.	.	1	.	13
Cc1ccc(C)c(N2CCN(S(=O)(=O)c3cccc4cccnc34)CC2)c1
    .	-4	-3	2	0	.	6	-14
CO[C@H]1CN(C)C(=O)c2cc(NS(C)(=O)=O)ccc2OC[C@@H](C)N(C)C[C@@H]1C
    .	-10	-4	-4	-14	-3	14	0
Clc1ccc(-c2n[nH]c3c2CCCC3)cc1
    .	-2	0	-37	-35	.	-23	-5
COc1ccc(OC)c(Nc2nc(NCCCN(C)C)nc(N)c2[N+](=O)[O-])c1
    -5	5	-16	4	5	2	-7	-17
CC1Sc2ccc(S(=O)(=O)CCC(=O)NCc3ccccc3)cc2NC1=O (stereo unspecified)
    -4	12	21	.	43	0	-4	-1
CC(C)c1cn(CC[C@@H]2CC[C@@H](NC(=O)C3CCC3)[C@H](CO)O2)nn1
    .	.	0	0	-2	58	-9	-7
NNc1ccc2c(C(F)(F)F)cc(C(F)(F)F)nc2n1
    1	.	0	13	19	-8	15	5
O=C(NC1CCCC1)c1cc(-c2ccc(F)cc2)on1
    -7	-2	0	-92	-108	2	-53	1
NC(=O)C(CCC(=O)c1ccc(Br)cc1)S(=O)(=O)c1ccccc1 (stereo unspecified)
    .	-11	2	-3	11	.	-5	4
CC(C)NC(=O)Nc1ccc2c(c1)C(=O)N([C@H](C)CO)C[C@@H](C)[C@H](CN(C)C(=O)NC1CCCCC1)OCCCC[C@@H](C)O2
    -15[16.7 µM]	.	7	.	5	-7	9	0
C[C@@H]1CN([C@H](C)CO)C(=O)CCCn2cc(nn2)CO[C@H]1CN(C)C(=O)OCc1ccccc1
    0	-3&9	-8&-6	0&1	6&-4	1&-3	-29	1&-3
CCC(=O)N(C)C[C@H]1Oc2cc(C#CC(C)C)ccc2S(=O)(=O)N([C@@H](C)CO)C[C@@H]1C
    6[16.7 µM]	.	-2	-2	.	4	17	4
CCNC(=O)CC1C(=O)N(c2ccc(C)cc2)C(=O)N1CCc1ccc(OC)c(OC)c1 (stereo unspecified)
    -5	3	.	.	-1	1	.	5
O=S(=O)(NCC(c1cccnc1)N1CCN(c2ccc(F)cc2)CC1)c1ccc(F)cc1 (stereo unspecified)
    .	2	1	4	16	-4	-14	.
CO[C@@H]1CN(C)C(=O)c2cc(NC(C)=O)ccc2OC[C@H](C)N(CC2CCCCC2)C[C@@H]1C
    31[16.7 µM]	5	.	8	-13	-4	-1	0
Cc1ccc(S(=O)(=O)N2CCCCC2C(=O)NCc2ccco2)cc1 (stereo unspecified)
    2	5	.	.	1	1	.	-2
CN(C)C(CNC(=O)c1cc(S(=O)(=O)N2CCOCC2)ccc1Cl)c1cccs1 (stereo unspecified)
    .	.	4	-39	-40	0	-19	.
CC(C)=CCCC(C)CCO (stereo unspecified)
    0	.	0	3	.	-1	8	6
O=C(C[C@@H]1C[C@@H]2c3cc(NS(=O)(=O)c4ccccc4)ccc3O[C@@H]2[C@H](CO)O1)N1CCCCC1
    2[16.7 µM]	-4	-1	8	-6	-53	4	4
COc1cccc(C(=O)Nc2ccc3c(c2)C(=O)N(C)C[C@@H](OC)[C@H](C)CN(CCc2ccccc2)[C@H](C)CO3)c1
    .	9	.	11	71*	1	9	7
CCC1=NN(C(=O)c2cccc(Br)c2)C(O)(c2ccc(Br)cc2)C1 (stereo unspecified)
    .	3	-4	18	53	.	29	.
Cc1ccc2c(C)c(C(=O)N3CCN(Cc4ccc5c(c4)OCO5)CC3)oc2c1C
    -12	-4	-1	-58	-91	0	-6	0
O=C1NNC(c2ccccc2)=N/C1=C\c1ccccc1Cl
    .	17	30	13	6	-3	5	4
C=CCn1c(SCC(=O)NCc2ccccc2)nnc1-c1ccccc1O
    2	.	.	.	1	2	.	?
C[C@@H]1CN([C@@H](C)CO)C(=O)CCCn2nncc2CO[C@@H]1CN(C)C(=O)CCCN(C)C
    3[16.7 µM]	2	2	4	.	9	18	-3
O=C(Cc1ccccn1)NCC[C@H]1CC[C@@H](NC(=O)Nc2ccc(C(F)(F)F)cc2)[C@@H](CO)O1
    .	-1	1	-9	55	4	-10	102*
O=C(C[C@@H]1CC[C@H](NC(=O)C2CCC2)[C@H](CO)O1)NC1CCC1
    18[16.7 µM]	.	3	3	-14	-4	-11	-4
CCOC(=O)c1cc(-c2csc(COc3ccccc3)n2)on1
    .	-5	-1	9	-12	.	5	.
CCNC(=O)[C@@H]1[C@@H](CO)[C@@H]2Cn3c(ccc(-c4ccccc4)c3=O)[C@H]1N2C(=O)CC1CC1
    .	.	0	-2	.	.	10	-1
Cc1ccc(/C=C/C(=O)Nc2cccnc2)o1
    .	3	.	-8	-1	.	-16	.
CCCNC(=O)[C@H]1[C@H](CO)[C@H]2Cn3c(ccc(-c4ccccc4)c3=O)[C@@H]1N2Cc1ccccc1F
    -1[16.7 µM]	.	1	-4	.	2	19	.
C=C(CCO)C1=CCN(S(=O)C(C)(C)C)[C@@H]1CCO (stereo partly specified)
    -5	0	-2	2	-4	-2	-17	9
N#CC1=C(N)OC2=C(C(=O)CCC2)C1c1cc2c(cc1Cl)OCO2 (stereo unspecified)
    0	-10	0	24	-6	5	5	-2
